# 14-3-3g Raf: 14-3-3 gamma protein interaction modulation; inhibition, % at 40 µM; FP, 14-3-3gamma / TMR-pS259-Raf peptide binding; actives 0.19% (n = 160,000); AID 422; P61981; in the data active means inhibition above about 30%;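 further: 0% = protein plus tracer without compound and 100% = blank with tracer alone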
# Target sequence (P61981 whole entry, looked up): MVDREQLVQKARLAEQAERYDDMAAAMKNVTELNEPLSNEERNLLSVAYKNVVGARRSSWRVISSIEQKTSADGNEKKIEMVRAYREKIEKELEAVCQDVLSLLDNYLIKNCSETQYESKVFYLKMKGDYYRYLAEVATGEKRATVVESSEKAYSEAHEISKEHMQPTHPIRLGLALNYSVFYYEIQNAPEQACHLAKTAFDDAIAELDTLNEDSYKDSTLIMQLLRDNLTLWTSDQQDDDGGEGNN
# * hit, by the source's call; & = joins results of further samples. The list is partial; count on the stated rates, not on these rows.
14-3-3g Raf	Compound
6	NS(=O)(=O)c1ccc(CCNC(=O)CSc2nc3ccccc3c(=O)n2C2CC2)cc1
0	CCOc1ccc(-c2nnc(N)s2)cc1
-4	CCOC(=O)COc1cc2oc(=O)c3c(c2cc1CC)CCCC3
-3	Cn1c(=O)c2c(nc(CN3CCC(Cc4ccccc4)CC3)n2CCCc2ccccc2)n(C)c1=O
-10	O=C(Cn1c(=O)oc2ccccc21)NC(=O)NCc1ccco1
-9	Cc1c(C(=O)Nc2ccccc2F)sc2ncn(CC(=O)Nc3cccc(C(F)(F)F)c3)c(=O)c12
-4	Cc1ccccc1CSc1nc2[nH]ncc2c(=N)n1-c1ccc(Br)cc1
-4	O=C(NCc1cccnc1)c1cc(S(=O)(=O)N2CCCCC2)ccc1F
-8	COc1ccc(NC(=O)c2cc3c(CO)cnc(C)c3oc2=O)cc1OC
8	Cc1ccsc1C(=O)OC1CCOC1=O (stereo not drawn)
-7	COc1ccccc1C(=O)N1CCN(CCc2ccccc2)CC1
0	S=C(NC1CCCCC1)C12CCC3CC(CC(C3)C1)C2
3	COC(=O)C(CC(C)C)NC(=O)CSc1nc(-c2ccccc2)c(C#N)c(=O)[nH]1 (stereo not drawn)
-3	CCOc1ccccc1C(=O)NC1CC2CCCC(C1)N2Cc1nnnn1Cc1ccco1 (stereo not drawn)
-4	Cc1cccc(NC(=O)c2cc3n(n2)C(C(F)(F)F)CC(c2ccc(Cl)cc2)N3)c1 (stereo not drawn)
-31	Cc1cc(O)c(C=Nc2ccccc2Cl)c(C)c1Cl

# Among those listed so far, these have sulfur.
14-3-3g Raf	Compound
6	NS(=O)(=O)c1ccc(CCNC(=O)CSc2nc3ccccc3c(=O)n2C2CC2)cc1
0	CCOc1ccc(-c2nnc(N)s2)cc1
-9	Cc1c(C(=O)Nc2ccccc2F)sc2ncn(CC(=O)Nc3cccc(C(F)(F)F)c3)c(=O)c12
-4	Cc1ccccc1CSc1nc2[nH]ncc2c(=N)n1-c1ccc(Br)cc1
-4	O=C(NCc1cccnc1)c1cc(S(=O)(=O)N2CCCCC2)ccc1F
8	Cc1ccsc1C(=O)OC1CCOC1=O (stereo not drawn)
0	S=C(NC1CCCCC1)C12CCC3CC(CC(C3)C1)C2
3	COC(=O)C(CC(C)C)NC(=O)CSc1nc(-c2ccccc2)c(C#N)c(=O)[nH]1 (stereo not drawn)

# Carrying on.
14-3-3g Raf	Compound
-2	O=C(Cc1ccccc1)NCc1ccco1
-6	Cc1ccc(S(=O)(=O)N2CCCC(c3nnc4n3-c3ccccc3SC4)C2)cc1 (stereo not drawn)
-11	O=S(=O)(c1cccc(-c2csc(-c3ccccc3)n2)c1)N1CCOCC1
-2	CC(=O)Nc1ccc(S(=O)(=O)Nc2ccc(N3CCOCC3)c(F)c2)cc1
-11	Cc1cccn2c(=O)c3cc(C(=O)NCc4ccco4)c(=N)n(C4CCCC4)c3nc12
-9	CC(C)C(OC(=O)C1CCCO1)C(=O)NC1CCCC1 (stereo not drawn)
-7	COC(=O)c1sccc1NC(=O)C1c2ccccc2Oc2ccccc21
-63	CC(C)(C)c1ccc(C(=O)Nc2ccc(NC(=O)c3ccc(-c4ccc([N+](=O)[O-])cc4)o3)cc2)cc1
-4	Cc1ccc(CNc2oc(COc3ccccc3Cl)nc2C#N)cc1
-5	COc1ccc(NS(=O)(=O)c2ccc3c(c2)CC(C)N3C(C)=O)cc1 (stereo not drawn)
2	COc1ccccc1C(=O)Nc1nnc(C=Cc2ccccc2)s1
-12	Cc1cc(Cl)ccc1OCC(=O)Nc1c(C)ccc2nsnc12
-5	COc1ccc(NC(C)=O)cc1NC(=O)CSc1nnc(-c2ccc(F)cc2)n1N
10	COc1cccc(C(=O)Oc2c(S(=O)(=O)c3ccccc3)c(C)nn2-c2ccc(C)cc2C)c1OC
-23	O=C(Nc1nc(-c2cc3ccccc3oc2=O)cs1)c1ccc(Br)s1
-11	CCN1CCN(C(=O)c2cn(C)c3ccc(S(=O)(=O)N4CCCCCC4)cc3c2=O)CC1
-1	O=C(COc1cccc(Oc2ccccc2)c1)Nc1ncccn1
-3	COc1cc(C(C)=O)ccc1OCC(O)CNCC1(N2CCCCC2)CCCCC1 (stereo not drawn)
-7	O=C(COc1ccc(S(=O)(=O)N2CCOCC2)cc1)Nc1ccc2c(c1)OCCO2
-1	O=C(NCCc1c[nH]c2ccccc12)c1cnc2sccn2c1=O
-78	Nc1ccc(Cl)c2c1C(=O)c1ccccc1C2=O
-9	COc1ccc(C2c3c(-c4ccccc4O)n[nH]c3C(=O)N2CCc2ccc(OC)c(OC)c2)cc1 (stereo not drawn)
2	COc1cc(/C=C(/C#N)c2ccc(F)cc2)ccc1OCc1ccc(C(=O)O)o1
-5	C=CCNc1nc(C2(C)CC3(CC(COCCC(C)C)OC3=O)C(=O)O2)cs1 (stereo not drawn)
-7	COc1cc(NC(=O)CN2CCN(S(=O)(=O)c3ccc(F)cc3)CC2)cc(OC)c1
-3	CCOC(=O)Cn1cc(C(=O)c2cccs2)c2ccccc21
-3	O=S(=O)(Nc1cccnc1)c1cccs1
-3	O=C(O)c1cc(N2C(=O)c3ccccc3C2=O)ccc1N1CCOCC1
-8	Cc1ccc(CCNC(=O)CN2C(=O)COc3ccc(C(C)(C)C)cc32)cc1
-20	CC1CCCC(NC(=O)c2ccc(CS(=O)(=O)c3ccc(Cl)cc3)o2)C1C (stereo not drawn)
-1	CCc1ccccc1NC(=O)CCCn1nc([N+](=O)[O-])c(Cl)c1C
0	CCCCCN1C2=C(C(=O)CC(C)(C)C2)C(c2ccc(Cl)cc2)C2=C1CC(C)(C)CC2=O
-3	COc1ccc(-c2nnc(Nc3ccc(OC)c(C(=O)N4CCCCC4)c3)c3ccccc23)cc1
3	COc1ccc(OC)c(N=CC2=C(O)CC(C)(C)CC2=O)c1
1	C=CCN(c1nc(C)c(Br)c(OC)n1)S(=O)(=O)c1ccc(C)cc1
-4	COc1cc(OC)c2c(c1)OC(c1ccc(OC)c(OC)c1)C(O)C2=O (stereo not drawn)
2	O=C(CSc1nc2ccccc2c(=O)n1C1CCCC1)Nc1ccccc1Cl
-2	COc1ccc(NS(=O)(=O)c2ccc(OC)c3ccccc23)cn1
-3	Cc1ccc2c(c1)N(CCCC(=O)NC1CC1)C(=O)CO2
-3	COC(=O)c1ccccc1Nc1cc(C)nc2nc(C)nn12
-3	CCc1cccc(-n2cc(-c3cc4cccc(OC)c4oc3=O)[nH]c2=S)c1
-3	CC1CN(S(=O)(=O)c2ccc(Cl)c(C(=O)Nc3ccccc3[N+](=O)[O-])c2)CC(C)O1 (stereo not drawn)
-32	CCOC(=O)c1cccc(NC(=O)COc2ccc(Cl)cc2)c1
9	CCOc1cc(C(=O)N2CC(=O)Nc3ccc(Br)cc3C2c2ccc(F)cc2)cc(OCC)c1OCC (stereo not drawn)
-1	COc1cccc(CNn2c(-c3cccc(C)c3)nc3ccccc3c2=O)c1O
-4	Cc1cccc(C)c1NC(=O)C(NC(=O)CN1C(=O)c2ccccc2C1=O)c1ccc([N+](=O)[O-])cc1 (stereo not drawn)
-91	CCN(CC)c1ccc2cc(-c3nc4ccccc4c(=O)[nH]3)c(=N)oc2c1
4	COc1ccc2c(=O)cc(-c3ccccc3)oc2c1
-65	Cc1cc(C)c2oc(-c3ccc(Cl)c(NC(=O)c4ccc(C#N)cc4F)c3)nc2c1
3	O=C(CSc1nc(-c2ccco2)cc(C(F)(F)F)n1)NCCc1ccccc1
-7	O=C(c1cccs1)N1CCN(C(=O)N2CCOCC2)CC1
-7	COc1ccc(Cn2cc(Br)c(=O)[nH]c2=O)cc1[N+](=O)[O-]
-9	O=C(CC1(O)C(=O)Nc2ccc(Cl)cc21)c1ccc2c(c1)OCCO2 (stereo not drawn)
-11	CC(C)c1ccc(NC(=O)C(c2cc3c(cc2[N+](=O)[O-])OCO3)N2CCc3ccccc32)cc1 (stereo not drawn)
-21	CCc1ccccc1NC(=O)c1cccc(Cl)c1
-4	COc1cc2[nH]c(=O)n(Cc3ccc(C(=O)N4CCN(c5ccc(F)cc5)CC4)cc3)c(=O)c2cc1OC

# A few values from the entries so far.
# For 14-3-3g Raf, Cc1cc(C)c2oc(-c3ccc(Cl)c(NC(=O)c4ccc(C#N)cc4F)c3)nc2c1 is listed with -65
# For 14-3-3g Raf, CC1CCCC(NC(=O)c2ccc(CS(=O)(=O)c3ccc(Cl)cc3)o2)C1C (stereo not drawn) is listed with -20
# For 14-3-3g Raf, COc1ccc(NC(C)=O)cc1NC(=O)CSc1nnc(-c2ccc(F)cc2)n1N is listed with -5

# Later entries:
14-3-3g Raf	Compound
-4	COc1ccc(-n2nc(C(=O)N3CCCC(C)C3)c3ccccc3c2=O)cc1 (stereo not drawn)
7	CCOc1ccccc1NC(=O)N1CCC(NC(=O)c2ccccc2C)CC1
2	COc1ccc(CN2CCN(c3ncnc4sc5c(c34)CCCC5)CC2)cc1F
-2	CSCC[C@H](NC(=O)OC(C)(C)C)c1nnc(SCc2ccc(F)cc2)o1
-5	CCCCOc1cc(CC2CNC(=O)N2)ccc1OC (stereo not drawn)
2	Cc1nc(CNS(=O)(=O)c2ccc(Oc3ccccc3)cc2)cs1
-9	CCCOc1ccc(C(=O)N2CCCC2C(=O)O)cc1 (stereo not drawn)
-6	CCOC(=O)C1=C(C)NC2=C(C(=O)CC(C)(C)C2)C1c1ccccc1[N+](=O)[O-] (stereo not drawn)
-2	NCC12CC3CC(C1)CC(CN)(C3)C2
-19	C#CCN1C(=O)C(O)(CC(=O)c2ccc(OC)c(OC)c2)c2ccccc21 (stereo not drawn)
-6	Cc1nc2cc(C(=O)NC3CCCC3)ccc2n1-c1cccc(F)c1
2	O=C(NCC1CCCO1)C1CC(=O)N(C2CCCCCC2)C1 (stereo not drawn)
6	COc1ccc(N(CC(=O)N2c3ccccc3CC2C)S(=O)(=O)c2c(C)nn(C)c2C)cc1 (stereo not drawn)
-5	CN1CCN(c2nnc(-c3cccs3)c3ccccc23)CC1
-4	C=CCn1c(SCc2nc3ccccc3c(=O)[nH]2)nnc1-c1cc2cc(Cl)ccc2o1
2	Cc1ccc(NC(=O)Cn2cnc3cc(C)c(C)cc32)cc1C
-1	COc1ccc(NC(=O)c2ccc(COc3ccccc3Br)o2)cc1OC
-1	COc1ccc(-c2nc(CS(=O)CC(=O)NCc3ccc4c(c3)OCO4)c(C)o2)cc1 (stereo not drawn)
-2	Cc1ccc(NC(=O)CN(c2cc(C(F)(F)F)ccc2Cl)S(=O)(=O)c2ccccc2)cc1
-10	Clc1ccc(Cc2noc(C34CC5CC(CC(C5)C3)C4)n2)cc1
-3	COC(=O)C1=CN(C(C)C)C=C(C(=O)OC)C1c1ccc2c(c1)OCO2
-3	Oc1ccc(Cl)cc1C=Nc1ccc2oc(-c3ccc(Cl)cc3)nc2c1
-4	Fc1ccc(C2=CC(c3ccc(Br)cc3)n3nnnc3N2)cc1 (stereo not drawn)
1	O=c1oc(-c2ccccc2F)nc2c1cnn2-c1ccccc1
-104	CN(C)c1ccc(NC(=O)c2cc(-c3ccc4c(c3)OCO4)nc3ccccc23)cc1
12	CCOC(=O)c1ccc(NC(=O)CCC(CC)C(=O)O)cc1 (stereo not drawn)
0	COc1ccccc1-c1c(C)nn2c(N3CCCCCC3)cc(C)nc12
-5	CN(C)CCNC(=O)C1CCCN(S(C)(=O)=O)C1 (stereo not drawn)
12	CCC(C)NC(=O)c1cc2nc(-c3ccc([N+](=O)[O-])cc3)cc(C(F)(F)F)n2n1 (stereo not drawn)
-4	CCn1c(SCC(=O)Nc2ccc(C)cc2)nnc1C1CC1
-4&-10	CC(=O)Nc1ccc(S(=O)(=O)Nc2ccc(S(=O)(=O)N3CCCCCC3)cc2)cc1
-22	O=S(=O)(Nc1nccs1)c1ccc(Nc2nnc(-c3ccc(Cl)cc3)c3ccccc23)cc1
-10	CCOC(=O)c1c(NC(=O)c2ccccc2Br)sc(C)c1C
-5	CCc1ccc(NC(=O)Cn2c(=O)oc3cc(S(=O)(=O)N4CCOCC4)ccc32)cc1
-3	CCc1nc2ccccc2n(CC)c1=O
-4	COc1ccc(C(O)c2coc3ccc(O)c(CN(C)C)c23)cc1 (stereo not drawn)
0	COc1cccc(C2C(C(C)=O)=C(O)C(=O)N2Cc2cccnc2)c1 (stereo not drawn)
-18	CCN1CCN(C(=O)c2cc(Nc3ccccc3)nc3ccccc23)CC1
-1	CCOc1cc(C2NC(=O)N(C)C(C)=C2C(=O)OCCc2ccccc2)cc(Br)c1O (stereo not drawn)
-8	CC(=O)c1ccc(N=c2oc3ccc(Br)cc3cc2C(N)=O)cc1
-67	COC(=O)c1c(C)oc2c1cc(NS(=O)(=O)c1c(C)cc(C)cc1C)c1ccccc12
-99	COc1ccc(C)cc1NS(=O)(=O)c1ccc2c(c1)C1C=CCC1C(c1cccc(Cl)c1)N2 (stereo not drawn)
-13	O=C(c1ccccc1)N1CCN=C1c1ccccc1
7	COc1ccc2cc3cc(C(=O)N4CCC(C)CC4)sc3nc2c1
4&4	CC(C)CCN(C)C1CCN(S(=O)(=O)c2cccc(C(F)(F)F)c2)CC1
5	CCSc1nnc2c(n1)OC(c1cc(OC)ccc1OC)Nc1ccccc1-2 (stereo not drawn)
-2	CCN(CC)C(=O)C1c2ccccc2C(=O)N(CCOC)C1c1c[nH]c2ccccc12 (stereo not drawn)
-7	COc1ccc(C(=O)Nc2ccc3nn(-c4ccc(Cl)cc4)nc3c2)cc1

# Some of the entries above, reformatted.
SMILES: COC(=O)c1c(C)oc2c1cc(NS(=O)(=O)c1c(C)cc(C)cc1C)c1ccccc12
  14-3-3g Raf: -67

SMILES: CC(C)CCN(C)C1CCN(S(=O)(=O)c2cccc(C(F)(F)F)c2)CC1
  14-3-3g Raf: 4&4

# Other results follow.
14-3-3g Raf	Compound
11	C=CCSc1nc2c(c(=O)n1CC=C)C1(CCCC1)Cc1ccccc1-2
6	CCN(CC)S(=O)(=O)c1ccc2nnn(OCC(=O)Nc3cccc(C#N)c3)c2c1
1	CCOC(=O)CSc1nnc(CNC(=O)c2ccc(OC)cc2)n1-c1ccc(OC)cc1
2	COc1ccc(-c2nc(NC(C)=O)sc2C)cc1[N+](=O)[O-]
-4	Cc1nnc2c3ccccc3c(Cl)nn12
-1	CC1CN=C(c2cccn2Cc2ccc(F)cc2Cl)O1 (stereo not drawn)
2	COc1ccc2oc(=O)cc(O)c2c1
-5	Cc1cccnc1NC(=O)c1ccc2nc(N)sc2c1

# Screening data deposited in PubChem by Emory University Molecular Libraries Screening Center.
